Y pestis TopoI: blocks Yersinia pestis topoisomerase I activity; Y. pestis Topo-I cleavage product accumulation, plate reader; activity, % at 10 µM; 360,000 tested, 0.064% active; in the data active = activity above about 50%, passing the limit was not always enough; inconclusive = no clear call, values can overlap the other calls; note: inactives centre near 2
Anthrax LF prot: blocks Bacillus anthracis lethal factor protease. inhibition, % at 10 µM. multiplex microsphere protease cleavage assay, LF. AID 588501. P15917. 360,000 tested, 0.12% active; note: plate controls were buffer without enzyme for full effect and enzyme alone for no effect
Target sequence (P15917 whole entry, looked up): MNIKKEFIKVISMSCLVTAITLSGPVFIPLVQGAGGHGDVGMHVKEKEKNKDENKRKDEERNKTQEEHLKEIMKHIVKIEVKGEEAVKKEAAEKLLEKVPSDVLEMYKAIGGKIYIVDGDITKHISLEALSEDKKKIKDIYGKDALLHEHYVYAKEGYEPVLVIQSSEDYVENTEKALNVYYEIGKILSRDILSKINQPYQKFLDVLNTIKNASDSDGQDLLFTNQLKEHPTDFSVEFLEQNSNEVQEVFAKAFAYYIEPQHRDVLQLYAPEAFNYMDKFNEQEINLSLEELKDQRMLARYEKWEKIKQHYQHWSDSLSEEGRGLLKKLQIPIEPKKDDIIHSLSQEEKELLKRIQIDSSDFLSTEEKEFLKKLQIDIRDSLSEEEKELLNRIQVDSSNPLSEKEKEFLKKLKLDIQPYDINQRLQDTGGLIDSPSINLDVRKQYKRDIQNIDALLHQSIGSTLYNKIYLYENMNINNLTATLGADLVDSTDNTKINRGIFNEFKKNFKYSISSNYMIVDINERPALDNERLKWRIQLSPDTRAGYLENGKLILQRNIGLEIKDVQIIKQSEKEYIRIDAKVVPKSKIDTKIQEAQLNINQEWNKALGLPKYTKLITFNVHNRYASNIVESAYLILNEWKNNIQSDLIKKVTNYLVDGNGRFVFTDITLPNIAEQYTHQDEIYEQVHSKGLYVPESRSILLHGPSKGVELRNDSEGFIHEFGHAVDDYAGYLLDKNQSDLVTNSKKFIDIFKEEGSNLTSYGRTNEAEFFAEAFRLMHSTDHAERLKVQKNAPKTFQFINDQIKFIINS
BoNT A protease: BoNT A light chain protease inhibition; multiplex microsphere protease substrate cleavage, flow cytometry; 360,000 tested, 0.17% active; AID 588499; inhibition, % at 10 µM; note: plate controls were buffer without enzyme for full effect and enzyme alone for no effect
Vc quorum ag: quorum light induction in luxS cqsA deficient V. cholerae; V. cholerae BH1578 lux reporter, luminescence, 6 h; activation, % at 18.7 µM; 350,000 tested, 0.16% active; AID 588436; in the data active = activation mostly above about 9.7%, no sharp cut-off; inconclusive = no clear call, values can overlap the other calls; inactive = mostly below about 3.7%; note: not every result past the cut was called active; inactives centre near 0; reference of the scale not given here
PfHsp40 yeast: rescue of PfHsp40-mediated yeast toxicity; S. cerevisiae expressing PfHsp40, growth rescue, ATP luminescence; growth rescue, % at 12.5 µM; 340,000 tested, 0.68% active; in the data active = growth rescue above about 28%, passing the limit was not always enough; inconclusive = no clear call, values can overlap the other calls;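 note: yeast W303a lacking pdr1 and pdr3 grown in galactose medium; growth measured after three days at 30 °C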
TcdB GH inh: blocks C. difficile toxin B glycohydrolase activity | TcdB glycohydrolase enzymatic assay, plate reader | P18177 | inhibition, % at 9.99 µM | AID 652162 | 350,000 tested, 0.24% active; in the data active = inhibition above about 10%
SSB-PriA inh: K. pneumoniae PriA-SSBct interaction inhibition. AlphaScreen SSBct-PriA binding, biotinylated peptide. inhibition, % at 33 µM. 430,000 tested, 0.6% active. AID 1272365; in the data active = inhibition mostly above about 37%, no sharp cut-off; inactive = mostly below about 20%;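 note: plate controls were negative control peptide for no effect and reference peptide for full effect; strong numbers were not always called active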
3CLpro inhibitor: SARS-CoV 3CLpro protease inhibition; AID 1706; recombinant SARS-CoV 3CLpro, quenched FRET peptide cleavage; 290,000 tested, 0.14% active; inhibition, % at 6 µM; P0C6X7; in the data active = inhibition above about 12%
VHR inh abs: DUSP3 (human) phosphatase inhibition; P51452; recombinant VHR phosphatase, pNPP absorbance; inhibition, % at 13.3 µM; 290,000 tested, 0.52% active; in the data active = inhibition above about 50%; note: some compounds called inactive have numbers as strong as hits
Target sequence (P51452 whole entry, looked up): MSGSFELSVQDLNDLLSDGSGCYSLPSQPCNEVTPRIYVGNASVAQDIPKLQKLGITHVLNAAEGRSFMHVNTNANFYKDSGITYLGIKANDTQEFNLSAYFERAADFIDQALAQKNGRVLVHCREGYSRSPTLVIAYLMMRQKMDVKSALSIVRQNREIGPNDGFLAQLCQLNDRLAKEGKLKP
CCHFV vOTU inh: blocks the CCHF virus ovarian tumor domain protease; inhibition, % at 11.5 µM; CCHFV vOTU protease, Pep-AMC fluorescence; 370,000 tested, 0.55% active; AID 651958; in the data active = inhibition above about 30%; note: 0% = vehicle wells with enzyme and 100% = no enzyme wells
Starred values were filed as active, the others as inactive; i = inactive; ? = inconclusive; . = no result given; & = joins results of further samples. Cut-off read from the data, not from the text of the source, unless noted: active = inhibition above about 30%; inconclusive = no clear call, values can overlap the other calls; inactive = below that. Some of the compounds tested; rates above refer to the full screens.

SMILES	Y pestis TopoI	Anthrax LF prot	BoNT A protease	Vc quorum ag	PfHsp40 yeast	TcdB GH inh	SSB-PriA inh	3CLpro inhibitor	VHR inh abs	CCHFV vOTU inh
CCN(CC)c1nc(C)nc2c1sc(=S)n2C	-1.8	-7.6	0.0	i	0.5	0.5	-9.5	-6.4	8.6	1.8
CC[C@]1(c2ccccc2C)ON(c2ccccc2C(F)(F)F)C1=O	1.8	4.0	-0.8	-6.7	-1.5	-2.8	-32.9	.	.	21.5
COc1ccccc1CC(=O)Nc1cc(C)on1	-1.2	0.9	0.1	-0.7	.	0.5	.	.	.	-0.7
CC(C)c1ccc(CNC(=O)C(=O)NCC2CCCO2)cc1 (stereo not drawn)	0.3	-1.7	-0.6	-0.6	0.1	1.0	-7.5	2.6	1.2	8.4
Cc1ccc(NC(=O)c2ccc(NCCCN3CCC(C)CC3)c([N+](=O)[O-])c2)cc1F	4.0	-3.4	-0.7	-0.3	1.4	-0.4	-3.1	-2.1	17.7	-0.1
NC(=O)c1ccc(NC(=O)CSc2nnc(-c3ccncc3)n2Cc2ccco2)cc1	4.9	-8.5	-1.1	i	.	-0.5	-5.8	0.3	16.5	7.1
COc1ccccc1-n1c(=S)[nH]c2c(sc(=S)n2-c2ccc(C)cc2C)c1=O	9.3	1.0	0.1	1.2	2.6	.	0.4	1.0	37.4	.
C=CCc1cc(/C=C2/NC(=S)NC2=O)cc(OC)c1O	-7.5	-3.8	-0.2	-1.4	-1.9	.	-8.4	3.8	20.0	10.9
O=C(CCNS(=O)(=O)c1ccc(OC(F)(F)F)cc1)NCCc1c[nH]c2ccccc12	1.6	-2.9	-0.8	-1.3	22.9	1.7	-7.0	.	.	29.6*
O=C(CN1C(=O)c2ccccc2S1(=O)=O)Nc1ccccc1	4.3	-0.5	0.4	2.3	-0.4	1.1	3.6	2.6	3.8	-9.4
Cn1nc(C(F)(F)F)c(C(=O)Nc2ccc(F)cc2F)c1Sc1ccc(Cl)cc1	16.5	0.7	0.4	-0.2	0.7	.	-36.2	-3.5	8.8	19.4
Cc1cc(-c2n[nH]c(=S)n2/N=C/c2ccccc2[N+](=O)[O-])n[nH]1	-0.9	-1.3	-0.3	-0.4	1.0	.	.	0.9	-1.7	5.4
CCC(=O)N1CCN(c2ccccc2NC(=O)COc2ccccc2Cl)CC1	26.5	-6.8	0.3	-1.5	-0.4	-0.2	8.5	1.2	-2.0	0.8
CCC1([N+](=O)[O-])COP(=O)(NCc2cccnc2)OC1 (stereo not drawn)	-6.9	3.2	0.0	-2.3	-1.1	-2.0	-12.5	.	.	-16.6
COc1cc2c(cc1O)CC1c3c(cc(O)c(OC)c3-2)CCN1C (stereo not drawn)	-10.5	-16.7	-1.0	-0.8	9.4	-9.9	33.1	-4.2&-1.9	-1.3&34.7	5.4
COc1ccc(-c2noc(-c3ccc4c(c3)OCO4)n2)cc1	-0.9	-2.0	-0.5	-3.2	1.0	.	-12.1	3.1	15.1	-5.1
Cc1cc(NC(=O)CSc2nc(C)c(C)n2CC(C)C)no1	-2.5	-3.3	0.0	-1.3	0.5	1.0	-10.0	.	.	12.7
CCCCNC(=S)N(C)/N=C/c1ccc(OCC(=O)Nc2c(C)cc(C)cc2C)c(OC)c1	-2.5	0.5	0.6	i	0.6	1.0	.	-0.2	10.5	4.5
Nc1ccc(N=Nc2ccc(O)cc2)c(N)n1	-12.8	-12.1	-0.5	-1.2	2.1	20.0*	20.2	.	.	38.4*
CN(C)c1cc[n+](CCC(=O)Nc2cccc([N+](=O)[O-])c2N)cc1	2.0	-0.2	-0.6	-0.2	1.3	.	-5.8	-3.0	0.1	-6.3
COc1cccc(NC(=O)N2CCC(NC(=O)C(Cc3cccc(C)c3)NC(C)=O)CC2)c1 (stereo not drawn)	-4.4	-7.6	-1.4	-3.6	0.1	0.7	-2.8	-3.4	47.4	0.5
CCC(=O)N(CCN1CCOCC1)Cc1cc2cc3c(cc2nc1Cl)OCO3	-3.8	-1.4	0.1	-0.2	-2.0	-0.6	7.4	1.0	34.0	4.5
O=C(C1=C[C@H](c2csc3ccccc23)C[C@H](OCCCCO)O1)N1CCOCC1	3.8	5.3	-0.3	-1.0	-0.1	0.1&-0.6	-6.6	-2.0	-4.1	-0.9
COc1cc2c(c(OCC(=O)NC(C)C)c1)C(=O)O[C@@H](C)CCCC(=O)CCCCC2	17.0	3.6	-1.1	i	-0.4	0.0	3.1	-1.6	-1.2	-10.7
CC(C)[N+](C)(CCOC(=O)C1c2ccccc2Oc2ccccc21)C(C)C	-1.3	-2.4	0.1	i	5.1	0.7	-2.3	-0.7	4.7	5.0
O=C(CCCCCNc1nc(=S)[nH]c2ccccc12)NCCC1=CCCCC1	4.4	0.7	-0.6	-0.3	-0.1	1.2	-4.1	0.3	13.9	-5.0
CN(C(=O)COC(=O)c1ccccc1Cc1ccccc1)C1CCS(=O)(=O)C1 (stereo not drawn)	10.9	-0.5	-0.4	i	-0.2	1.3	-2.1	-4.1	-4.4	-6.1
COC(=O)[C@@H]1C[C@@]2(O)[C@@H](O)[C@@H](O)[C@@H](O)C[C@H]2N1Cc1ccc(C(F)(F)F)cc1	1.0	1.8	0.1	i	-1.3	-0.3	-2.0	.	14.9	7.2
O=C1Nc2ccc(Br)cc2C12NNc1ccccc1O2 (stereo not drawn)	-57.6	-0.1	-0.1	i	2.5	1.8	9.3	7.5	24.2	8.9
Cc1ccc(C)c(C2C(C#N)=C(N)Oc3cc(C)oc(=O)c32)c1 (stereo not drawn)	-0.5	-0.8	-4.0	-0.3	-1.7	.	-14.1	-1.0	-2.8	-3.6
CS(=O)(=O)c1ccccc1C(=O)N(CCC1=CCCCC1)c1c(N)n(Cc2ccccc2)c(=O)[nH]c1=O	10.9	-3.4	-1.6	-0.5	-0.3	-0.7	-19.8	.	.	2.3
CCC(=O)NC(NC(=S)Nc1cccc2cccnc12)C(Cl)(Cl)Cl (stereo not drawn)	-2.9	1.8	1.0	i	-1.3	-3.6	-2.4	-2.7	-3.8	-1.6
OCC1(Cc2ccccc2)CCN(Cc2cc3ccccc3o2)CC1	17.1	1.3	-1.6	-4.5	0.2	4.8	13.5	-2.7	9.1	12.8
COc1ccc(/C=C/C(=O)OCC(=O)Nc2ccc3[nH]c(=O)[nH]c3c2)cc1OC	-7.2	0.6	1.5	i	0.5	0.0	15.4	.	.	-0.7
CCOC(=O)C1=C(COC(=O)c2cc([N+](=O)[O-])ccc2Cl)NC(=O)NC1C (stereo not drawn)	-9.5	-6.9	-0.3	-1.2	.	-0.2	.	.	.	8.0
Cc1ccc(C(=O)NC(=S)Nc2ccc3[nH]c(=O)[nH]c3c2)c(C)c1	-8.7	0.7	0.3	i	1.2	0.2	-14.8	4.3	18.2	8.2

The final 2 records of the part before open the next one:
SMILES	Y pestis TopoI	Anthrax LF prot	BoNT A protease	Vc quorum ag	PfHsp40 yeast	TcdB GH inh	SSB-PriA inh	3CLpro inhibitor	VHR inh abs	CCHFV vOTU inh
CCOC(=O)C1=C(COC(=O)c2cc([N+](=O)[O-])ccc2Cl)NC(=O)NC1C (stereo not drawn)	-9.5	-6.9	-0.3	-1.2	.	-0.2	.	.	.	8.0
Cc1ccc(C(=O)NC(=S)Nc2ccc3[nH]c(=O)[nH]c3c2)c(C)c1	-8.7	0.7	0.3	i	1.2	0.2	-14.8	4.3	18.2	8.2
NS(=O)(=O)c1cccc(NC(=O)COC(=O)C2CCCCC2)c1	0.9	0.9	-2.2	-0.3	-1.0	0.2	0.7	3.4	25.9	-10.9
Cc1ccc(NC2=C(Cl)C(=O)OC2OC(C)C)c(C)c1 (stereo not drawn)	-4.8	0.5	0.8	-0.2	-1.0	.	-9.4	-0.6	-4.4	11.8
CC(C)C(O)(C#CCN1CCCCCC1)c1ccccc1 (stereo not drawn)	17.8	-2.4	-0.2	0.8	1.1	0.1	12.4	-0.1	19.8	-8.9
Cc1ccccc1NC(=S)NC(=O)CCc1ccccc1	13.0	4.2	-0.6	i	6.7	.	-22.8	4.2	13.7	-2.8
CN1CCN(/N=C/c2c(O)n(CCC3=CCCCC3)c(=S)[nH]c2=O)CC1	-6.0	-0.9	0.1	-0.5	0.0	0.1	.	4.0	0.0	-8.5
Cc1ccccc1Cn1ccc(NC(=O)c2cnn3cccnc23)n1	-9.3	2.6	?	i	-0.6	2.3	-7.7	4.0	5.0	9.8
CN(C)CCCNC(=S)/N=c1\sccn1Cc1ccccc1Cl	-13.6	0.9	0.4	i	1.7	0.5	.	-5.4	46.0	-10.3
C[C@H]1CN([C@@H](C)CO)C(=O)CCCn2cc(nn2)CO[C@@H]1CN(C)C(=O)c1ccc(N2CCN(C)CC2)cc1	.	4.7	0.5	.	.	0.3&1.3	.	.	.	-4.6
Cc1cc(N/N=C/c2ccc(O)cc2)nc(NS(=O)(=O)c2ccccc2)n1	0.8	-0.5	0.9	-0.2	-1.4	.	.	-2.0	-1.7	17.1
O=C(O)C1=CCC=CC1C(=O)O (stereo not drawn)	0.3	-4.9	-0.5	i	.	-0.1	.	.	.	10.6
CCOc1ccc(Cl)cc1S(=O)(=O)N1CCC(C(=O)NCc2ccco2)CC1	21.6	-1.4	-3.0	i	0.1	1.9	-4.4	-8.2	17.0	7.7
O=C1C(c2ccc(F)cc2)N(Cc2ccc3c(c2)OCO3)C(=O)CN1C1CCCCC1 (stereo not drawn)	6.1	-5.7	-1.4	-0.2	-1.4	-0.8	-0.7	3.4	20.0	-1.2
Fc1ccccc1N1CCN(Cc2cccnc2)CC1	-3.4	-2.6	-0.3	-0.4	0.7	.	9.5	-1.6	1.0	4.0
C#CCOc1c(Cl)cc(/C=C2/C(=O)ON=C2C)cc1OCC	5.0	12.6	-2.3	2.5	-0.2	-0.5	0.3	-4.5	22.2	0.5
C=C(C)CSc1nnc(-c2ccccc2)n1N	-5.3	0.3	0.3	-0.4	-0.8	.	-25.9	1.9	21.3	-5.0
C/C(=N\NC(=O)c1ccncc1)c1ccc(NC(=O)c2ccc(Cl)cc2)cc1	-3.6	4.4	0.1	-3.4	-0.8	0.9	.	2.8	1.6	7.3
Cn1c(CO)c(-c2ccccc2)c2cc([N+](=O)[O-])ccc21	-12.3	2.8	0.9	3.7	8.1	.	5.8	2.4	0.1	12.9
Cc1c(Cl)c([N+](=O)[O-])nn1CC(=O)NCc1ccc(Cl)cc1	-11.8	12.3	0.3	-0.1	19.0	0.6	-16.4	-2.2	-4.5	-1.3
COc1ccc(CC(=O)N/N=C/c2ccc(-c3cccc(C(=O)O)c3)o2)cc1OC	7.9	-5.0	-0.4	0.2	0.3	-1.2	i	3.6	8.5	4.8
CCCCn1c(N)c(N(CCOC)C(=O)c2ccc(N3CCCC3=O)cc2)c(=O)[nH]c1=O	-5.1	-3.1	-0.2	i	0.0	1.9	-12.6	.	.	-0.9
O=C(COc1ccccc1/C=C1\SC(=O)NC1=O)Nc1ccc(F)cc1	6.2	-0.1	0.3	1.0	-1.1	0.7	6.5&-1.0	5.8	13.6	19.7
COc1cc2c(cc1OC)C(C)N(C(=O)Cc1ccc(C(F)(F)F)cc1)CC2 (stereo not drawn)	1.1	27.9	-0.6	-0.1	-1.0	1.9	-2.4	-1.9	-20.5	11.9
CCC(C)c1c(O)nc(SCC(=O)N2CCCCCC2)[nH]c1=O (stereo not drawn)	4.2	-1.7	-4.8	-0.3	-0.1	-0.2	-7.6	-4.6	29.7	-6.3
O=S1(=O)C=CC(Sc2nc3ccccc3[nH]2)C1 (stereo not drawn)	-2.6	2.0	0.3	-0.5	-0.9	.	-17.0	1.7	-2.7	2.2
CC(=O)Nc1ccc(NC(=O)C(=O)N/N=C/c2cccnc2)cc1	5.2	-2.5	-0.2	-0.2	.	1.1	i	0.1	-11.7	-11.4

Source: PubChem
